S100A4 inh HTS: blocks human S100A4 binding to myosin IIA peptide; S100A4/TAMRA-MyoIIA peptide fluorescence polarization; P26447; inhibition, % at 10.7 µM; 360,000 compounds, 0.14% hits;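 active = mean inhibition of at least 70% across replicates, with every replicate also reaching that level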
Target sequence (P26447 whole entry, looked up): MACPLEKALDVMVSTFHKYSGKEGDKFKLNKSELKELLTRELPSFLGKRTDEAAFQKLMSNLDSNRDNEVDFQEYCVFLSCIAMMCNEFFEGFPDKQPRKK
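incubation = readout 5 min after mixing, signal stable up to 60 min | system = S100A4 monomer protein | buffer or medium = HEPES pH 7.2 with CaCl2, KCl, NaCl, DTT, Triton | benchmarks = neutral control DMSO, positive control TFP | also added = fluorescent myosin IIA peptide, 5 nM | compound dosing = one concentration per compound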
Statin myotox sup: suppressors of simvastatin-induced myotoxicity in C2C12 myotubes; rescue of ATP level, % at 7.49 µM; 330,000 compounds, 0.78% hits; AID 602340; ATP luminescence, 48 h; scaled: DMSO 0, geranylgeraniol control 100;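 active = mean ATP rescue above about 67%, or every replicate alone reaching that limit, limit read from the data, passing the limit was not always enough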;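 also: myotubes were challenged with 10 µM simvastatin during compound exposure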
SIRT5 inh: sirtuin-5 (human) deacylase inhibition; Purified SirT5, succinyl-peptide AMC, trypsin-coupled fluorescence; inhibition, % at 15 µM; 330,000 compounds, 1.1% hits; in the data active = inhibition above about 15%
LGR2 antag: inhibitors of bursicon-induced Drosophila LGR2 receptor cAMP signaling | HEK293 LGR2, CRE-luciferase, bursicon-stimulated, 4 h | inhibition, % at 9.99 µM | 380,000 compounds, 0.35% hits;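 active = drop in luminescence signal, shown as inhibition above about 50% in the replicate tests, limit read from the data, passing the limit was not always enough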;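 also: agonist challenge used bursicon conditioned medium at about half maximal strength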
Xi reactivation: X-chromosome reactivation activator; activation, % at 7.58 µM; AID 743238; 360,000 compounds, 0.055% hits; XiGFP mouse fibroblasts, % GFP-positive cells imaging, 3 d; cells co-treated with 5-aza-dC sensitizer; scaled so ellipticine positive control = 100%;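 active = mean normalized replicate activation at least 10% and every replicate at or above 10%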;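 also: 0% = median of on-plate neutral control wells and 100% = ellipticine 6 µM median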
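System: SV40-immortalized XiGFP fibroblast cells, line 68-5-11 / Incubation: 3-day compound exposure, then 15 min fixation at room temperature / Compound: single concentration per compound, delivered by pin transfer / Buffer or medium: DMEM plus 5-aza-dC sensitizer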
PGC1a acetyl inh: PGC1a acetylation modulation, inhibitor mode | U2OS PGC1a acetylation, AlphaScreen anti-acetyl-lysine; with virally co-expressed GCN5 acetyltransferase | inhibition, % at 15.6 µM | 350,000 compounds, 0.17% hits | AID 651687;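 active = every replicate shows inhibition of at least 40%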;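 also: 0% = neutral control wells and 100% = positive control wells; some results beyond the cut were filed as inactive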
Cneo AK release: causes C. neoformans cell lysis; adenylate kinase release luminescence, 4 h; normalised: neutral wells 0, clomiphene wells 100; lysis activity, % at 15 µM; 360,000 compounds, 0.2% hits;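 active = mean lysis activity across replicates of at least 80%, whatever share of replicates individually reach that level; inactive = mean lysis activity below 80%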
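Assay system: log-phase C. neoformans yeast / Quantity: yeast cell density of 5 × 10^6 cells/mL / Medium: fresh YPD growth medium / Compound: single dose / Timing: static 4 h at 37 °C with compound, 1 h detection / Measured by: adenylate kinase release luminescence / Read-out: lysis from increased AK signal / Benchmarks: Clomiphene as positive lysis control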
ERAP1 HTS inh: inhibitors of human ERAP1 aminopeptidase; recombinant ERAP1, Leu-AMC fluorescence, 60 min; 340,000 compounds, 0.15% hits; Q9NZ08; inhibition, % at 10.7 µM;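 active = mean replicate inhibition of at least 30%, or all replicates individually reaching that 30% level; inactive = mean below 30% and not every replicate reaching it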;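 also: 0% = neutral control wells and 100% = L-leucinethiol positive control wells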
Target sequence (Q9NZ08 whole entry, looked up): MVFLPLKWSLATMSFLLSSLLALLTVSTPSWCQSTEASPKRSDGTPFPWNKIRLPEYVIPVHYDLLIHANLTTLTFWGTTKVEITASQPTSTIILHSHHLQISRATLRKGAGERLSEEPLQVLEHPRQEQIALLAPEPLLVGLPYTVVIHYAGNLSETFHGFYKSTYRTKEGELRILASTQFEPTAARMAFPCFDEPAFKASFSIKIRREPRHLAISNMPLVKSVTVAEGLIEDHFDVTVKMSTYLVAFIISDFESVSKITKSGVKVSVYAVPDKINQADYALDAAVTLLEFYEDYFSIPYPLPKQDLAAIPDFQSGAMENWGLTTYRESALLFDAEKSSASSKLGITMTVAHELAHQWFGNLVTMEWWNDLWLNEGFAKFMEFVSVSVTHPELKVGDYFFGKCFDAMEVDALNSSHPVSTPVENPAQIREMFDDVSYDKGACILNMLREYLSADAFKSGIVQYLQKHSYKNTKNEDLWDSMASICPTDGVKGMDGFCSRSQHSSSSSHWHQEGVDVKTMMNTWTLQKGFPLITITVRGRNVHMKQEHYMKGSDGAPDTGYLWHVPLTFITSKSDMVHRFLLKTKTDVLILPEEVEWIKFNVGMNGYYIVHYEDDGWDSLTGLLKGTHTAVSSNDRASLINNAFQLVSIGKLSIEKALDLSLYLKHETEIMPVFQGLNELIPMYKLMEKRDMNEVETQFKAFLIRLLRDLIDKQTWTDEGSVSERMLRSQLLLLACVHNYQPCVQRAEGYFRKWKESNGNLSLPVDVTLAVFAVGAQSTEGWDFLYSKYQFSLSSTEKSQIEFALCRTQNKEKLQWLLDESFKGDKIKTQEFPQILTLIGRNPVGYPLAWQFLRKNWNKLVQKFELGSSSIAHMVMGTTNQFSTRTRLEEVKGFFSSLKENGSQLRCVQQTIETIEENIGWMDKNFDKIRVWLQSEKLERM
* hit, by the source's call; . = no result given. Only part of the results is shown; the hit share may differ from the screen's.

SMILES	S100A4 inh HTS	Statin myotox sup	SIRT5 inh	LGR2 antag	Xi reactivation	PGC1a acetyl inh	Cneo AK release	ERAP1 HTS inh
COc1cc(/C=N/NC(=O)c2nc3ccccn3c2C)cc(OC)c1O	8	.	4	-11	0.1	15	.	-1
CCOP(=O)(OCC)/C(=N/OC(=O)c1ccc(OC)cc1)C(N)=O	-6	-2	-2	-9	0.0	15	2	.
COc1cccc(CNC(=O)[C@@H]2CCCN2C(=O)OC(C)(C)C)c1	-5	.	-2	14	0.1	.	.	-2
COc1ccc(/C=N/NC(=O)c2ccc3c(c2)NC(=O)C(C)(C)O3)cc1OC	3	10	1	2	0.4	-6	0	4
C[C@@H]1CN([C@H](C)CO)C(=O)c2cc(N(C)C)ccc2O[C@@H]1CN(C)S(C)(=O)=O	0	-4	-4	4	-0.8	37	6	2
CSCCC(NC(=O)c1cccc(C)c1)C(=O)O (configuration not stated)	1	.	0	5	0.0	.	.	-4
COc1ccc2cc(S(=O)(=O)n3cnc(C)c3)ccc2c1	1	.	1	9	0.0	1	-3	9
Cc1ccc(C)c(NC(=O)CN(C)C(=O)COc2ncnc3sccc23)c1	1	9	15	-11	0.3	-5	1	-2
COC(=O)c1nn(-c2ccccc2)c(Cl)c1/C=N/O	-1	1	3	1	0.1	3	-3	-1
CCOC(=O)c1cc[nH]c1C	2	.	-1	27	0.4	.	.	-1
CO[C@H]1CN(C)C(=O)c2ccc(NC(=O)C3CCCC3)cc2OC[C@H](C)N(CC2CC2)C[C@@H]1C	1	-3	-1	-25	0.2	1	-17	1
O=C(COc1ccc([N+](=O)[O-])cc1)NCc1ccncc1	-2	.	-2	16	0.0	9	.	4
CCCCCCn1nc(C(=O)N(CCOC)c2c(N)n(CCCC)c(=O)[nH]c2=O)c2ccccc2c1=O	-6	16	1	5	-0.1	2	2	5
CC(C)Nc1nc(Cl)nc(NC2CCCCC2)n1	-1	4	-1	.	0.3	11	0	10
O=C(COC(=O)/C=C/c1ccccc1[N+](=O)[O-])Nc1ccc(S(=O)(=O)N2CCOCC2)cc1	-6	2	.	4	0.3	7	0	4
CC(=O)Nc1ccc(NS(=O)(=O)c2ccc(-c3cnc(C4CC4)o3)cc2)cc1	4	7	1	5	0.3	-7	0	1
COc1ccc2c(c1)CCc1c(C(=O)N3CCCC3)noc1-2	.	15	.	-53	.	-36	-6	.
Cc1cccc2nc(C(=O)Nc3cc(Cl)ccc3-n3cncn3)cn12	-1	-5	-1	-21	0.0	1	0	27
O=C(C[C@H]1C[C@@H]2c3cc(NC(=O)C4CCOCC4)ccc3O[C@@H]2[C@H](CO)O1)NCc1ccccc1	-3	-4	2	13	0.4	0	0	-1
Cc1cc2cc3n(c2nn1)N=C(Cl)CC3	37	-35	.	2	0.1	.	-1	0
COc1ccc(NC(=O)N(C)C[C@@H]2Oc3ccc(NC(=O)Cn4cnnn4)cc3C(=O)N([C@@H](C)CO)C[C@@H]2C)cc1	-13	10	8	14	0.2	-7	0	-2
C/C(=N\NS(=O)(=O)c1ccccc1)c1cccc(NC(=O)c2cccc(Cl)c2)c1	.	.	.	24	0.3	15	-5	.
Fc1cc(Cl)ccc1NC(=S)NCCN1CCOCC1	-6	2	-3	-15	-0.3	2	5	4
Cc1ccc(S(=O)(=O)/N=C(/NC(=S)Nc2c(C)n(C)n(-c3ccccc3)c2=O)c2ccccc2)cc1	-1	.	-5	-1	-0.1	17	.	0
O=C(NCCc1ccc(Cl)cc1)c1ccc(S(=O)(=O)N2CCCC2)cc1	-5	-12	-1	-10	0.0	-18	0	0
Further records:
SMILES	S100A4 inh HTS	Statin myotox sup	SIRT5 inh	LGR2 antag	Xi reactivation	PGC1a acetyl inh	Cneo AK release	ERAP1 HTS inh
C[C@@H]1CN([C@H](C)CO)C(=O)c2cc(NC(=O)C3CCCCC3)ccc2O[C@H]1CN(C)C(=O)Nc1cccc2ccccc12	0	5	1	15	0.1	14	5	4
O=C(Nc1cc(C(=O)N2CCN(c3ccccc3)CC2)ccc1Cl)c1cccs1	3	2	0	-2	-0.1	.	-2	1
CC1CCCC(C)N1CCCNC(=O)c1ccc2c(c1)NC(=O)c1ccccc1S2 (configuration not stated)	-4	-1	-3	-2	0.0	-2	2	-1
C[C@@H]1CN([C@@H](C)CO)S(=O)(=O)c2ccc(C#C[C@@H](C)O)cc2O[C@H]1CN(C)C(=O)Cc1ccccn1	1	4	-2	11	0.0	3	-5	-2
Cn1c(COc2ccccc2)nnc1SCC(=O)NNC(=O)C1CCCCC1	-2	.	-1	-9	-0.1	2	.	-4
Cc1noc(C)c1S(=O)(=O)N(C)C[C@H]1Oc2ccc(NC(=O)C3CC3)cc2CC(=O)N([C@@H](C)CO)C[C@@H]1C	-3	-22	3	-15	0.6	-2	55	0
CC(=O)NCCn1c(SCC(=O)OCc2ccccc2)nc2ccccc2c1=O	-1	-3	4	3	.	6	.	6
Cc1noc(C)c1NC(=O)N1C[C@H](O)COC[C@H]2O[C@@H](CC(=O)NCC3CC3)CC[C@@H]21	-1	-5	-7	-3	0.3	7	-1	0
O=C(NCc1ccc(F)cc1)c1ccc(CS(=O)(=O)Cc2ccc(F)cc2)o1	.	-13	.	1	.	-15	2	.
CCCNC(=O)CCc1nnc2ccc(N3CCC(C)CC3)nn12	-2	-4	0	0	0.0	7	2	-1
CN1C(=O)N(CC(=O)Nc2nccs2)C(=O)C12CCCCC2	-1	22	0	12	0.3	4	-3	2
C[C@@H]1CCCCO[C@@H](CN(C)S(=O)(=O)c2ccc(Cl)cc2)[C@H](C)CN([C@H](C)CO)C(=O)c2cc(NC(=O)C3CCCCC3)ccc2O1	-3	.	7	0	0.4	7	-2	2
Cc1nnc(SCc2nnc(-c3cccs3)o2)s1	8	3	0	-3	0.0	5	1	-6
CCCCCCC(O)(c1ccccc1)C(CN1CCOCC1)c1ccccc1 (configuration not stated)	0	3	2	10	0.0	-1	6	-2
CC(=O)N(C)C[C@@H]1Oc2cc(-c3cccc(F)c3)ccc2S(=O)(=O)N([C@@H](C)CO)C[C@@H]1C	-2	14	-5	7	-0.7	-10	3	3
NC(=O)C1CC(=O)N(c2ccc(OCc3ccc(Cl)cc3)cc2)C1 (configuration not stated)	7	7	-1	-84	0.2	4	-1	-2
COc1ccccc1C(CNC(=O)c1oc2ccccc2c1C)N1CCCC1 (configuration not stated)	-13	-23	-2	-19	0.4	-5	-2	4
CCC(c1nnnn1Cc1ccco1)N(Cc1ccccc1OC)Cc1cc2cc(C)ccc2[nH]c1=O (configuration not stated)	.	1	.	17	.	2	5	.
COCc1[nH]nc2c1C(c1ccc(F)cc1)N(c1ccc(OC)cc1)C2=O (configuration not stated)	8	.	.	20	0.1	.	.	-1
COc1cccc(C2=NOC(C(=O)NC(C)C)C2)c1 (configuration not stated)	.	-5	.	8	.	12	2	.
Clc1ccc(Nc2ccc(NCc3ccccc3)nn2)cc1	4	.	4	-19	0.0	.	.	-1
COc1ccc(S(=O)(=O)Nc2ccc(S(=O)(=O)N3CCCCC3)cc2)cc1C	.	5	.	-2	.	2	1	.
C[C@H](O)C#Cc1cnc2c(c1)C(=O)N([C@@H](C)CO)C[C@@H](C)[C@H](CN(C)C(=O)c1ccccc1F)O2	-47	-5	-1	9	0.4	18	-4	0
COc1cc2c(cc1OC)C(c1cc(Br)ccc1F)N(C(=O)CCl)CC2 (configuration not stated)	-19	36	-2	-18	0.0	.	0	-3
COc1ccc(NC(=S)Nc2ccccc2Cl)cn1	-3	9	7	-41	0.0	.	-2	-2
COc1ccc(N2CCC(N3CCN(C)C(CCO)C3)CC2)cc1 (configuration not stated)	-1	-1	-5	-3	0.1	1	2	0
O=C(C[C@@H]1C[C@H]2c3cc(NC(=O)NC4CCCC4)ccc3O[C@H]2[C@H](CO)O1)NCc1cccc(F)c1	9	0	0	-7	0.2	-14	6	1

A second format for two compounds above.
mol | S100A4 inh HTS | Statin myotox sup | SIRT5 inh | LGR2 antag | Xi reactivation | PGC1a acetyl inh | Cneo AK release | ERAP1 HTS inh
O=C(NCc1ccc(F)cc1)c1ccc(CS(=O)(=O)Cc2ccc(F)cc2)o1 | . | -13 | . | 1 | . | -15 | 2 | .
Clc1ccc(Nc2ccc(NCc3ccccc3)nn2)cc1 | 4 | . | 4 | -19 | 0.0 | . | . | -1

Quoted from above (18 entries):
SMILES	S100A4 inh HTS	Statin myotox sup	SIRT5 inh	LGR2 antag	Xi reactivation	PGC1a acetyl inh	Cneo AK release	ERAP1 HTS inh
C[C@@H]1CN([C@H](C)CO)C(=O)c2cc(NC(=O)C3CCCCC3)ccc2O[C@H]1CN(C)C(=O)Nc1cccc2ccccc12	0	5	1	15	0.1	14	5	4
O=C(Nc1cc(C(=O)N2CCN(c3ccccc3)CC2)ccc1Cl)c1cccs1	3	2	0	-2	-0.1	.	-2	1
CC1CCCC(C)N1CCCNC(=O)c1ccc2c(c1)NC(=O)c1ccccc1S2 (configuration not stated)	-4	-1	-3	-2	0.0	-2	2	-1
C[C@@H]1CN([C@@H](C)CO)S(=O)(=O)c2ccc(C#C[C@@H](C)O)cc2O[C@H]1CN(C)C(=O)Cc1ccccn1	1	4	-2	11	0.0	3	-5	-2
Cn1c(COc2ccccc2)nnc1SCC(=O)NNC(=O)C1CCCCC1	-2	.	-1	-9	-0.1	2	.	-4
Cc1noc(C)c1S(=O)(=O)N(C)C[C@H]1Oc2ccc(NC(=O)C3CC3)cc2CC(=O)N([C@@H](C)CO)C[C@@H]1C	-3	-22	3	-15	0.6	-2	55	0
CC(=O)NCCn1c(SCC(=O)OCc2ccccc2)nc2ccccc2c1=O	-1	-3	4	3	.	6	.	6
Cc1noc(C)c1NC(=O)N1C[C@H](O)COC[C@H]2O[C@@H](CC(=O)NCC3CC3)CC[C@@H]21	-1	-5	-7	-3	0.3	7	-1	0
O=C(NCc1ccc(F)cc1)c1ccc(CS(=O)(=O)Cc2ccc(F)cc2)o1	.	-13	.	1	.	-15	2	.
CCCNC(=O)CCc1nnc2ccc(N3CCC(C)CC3)nn12	-2	-4	0	0	0.0	7	2	-1
CN1C(=O)N(CC(=O)Nc2nccs2)C(=O)C12CCCCC2	-1	22	0	12	0.3	4	-3	2
C[C@@H]1CCCCO[C@@H](CN(C)S(=O)(=O)c2ccc(Cl)cc2)[C@H](C)CN([C@H](C)CO)C(=O)c2cc(NC(=O)C3CCCCC3)ccc2O1	-3	.	7	0	0.4	7	-2	2
Cc1nnc(SCc2nnc(-c3cccs3)o2)s1	8	3	0	-3	0.0	5	1	-6
CCCCCCC(O)(c1ccccc1)C(CN1CCOCC1)c1ccccc1 (configuration not stated)	0	3	2	10	0.0	-1	6	-2
CC(=O)N(C)C[C@@H]1Oc2cc(-c3cccc(F)c3)ccc2S(=O)(=O)N([C@@H](C)CO)C[C@@H]1C	-2	14	-5	7	-0.7	-10	3	3
NC(=O)C1CC(=O)N(c2ccc(OCc3ccc(Cl)cc3)cc2)C1 (configuration not stated)	7	7	-1	-84	0.2	4	-1	-2
COc1ccccc1C(CNC(=O)c1oc2ccccc2c1C)N1CCCC1 (configuration not stated)	-13	-23	-2	-19	0.4	-5	-2	4
CCC(c1nnnn1Cc1ccco1)N(Cc1ccccc1OC)Cc1cc2cc(C)ccc2[nH]c1=O (configuration not stated)	.	1	.	17	.	2	5	.
